Screens from PubChem BioAssay.
PTHR1 agonist: activates the human parathyroid hormone receptor PTHR1; actives 0.075% (n = 410,000); HEK293 GP2 PTHR1 cells, GloSensor cAMP luminescence, 1 h; AID 743266; Potency, µM (series often up to 115 µM), for the others: at the top dose activation, hits mostly activators; active = well fitted activation curve with a large enough effect; inconclusive = small, poorly fitted or top-dose-only effect, or another doubt; inactive = no such curve, though single readings can be large or run the other way; note: potency is the fitted concentration of half-maximal effect; nearly all actives have a fitted effect of over 55% in size; some results filed as inactive show a strong effect at the top dose; inactives centre near -15; many of its hits are not listed in these tables
Target sequence (Q03431 whole entry, looked up): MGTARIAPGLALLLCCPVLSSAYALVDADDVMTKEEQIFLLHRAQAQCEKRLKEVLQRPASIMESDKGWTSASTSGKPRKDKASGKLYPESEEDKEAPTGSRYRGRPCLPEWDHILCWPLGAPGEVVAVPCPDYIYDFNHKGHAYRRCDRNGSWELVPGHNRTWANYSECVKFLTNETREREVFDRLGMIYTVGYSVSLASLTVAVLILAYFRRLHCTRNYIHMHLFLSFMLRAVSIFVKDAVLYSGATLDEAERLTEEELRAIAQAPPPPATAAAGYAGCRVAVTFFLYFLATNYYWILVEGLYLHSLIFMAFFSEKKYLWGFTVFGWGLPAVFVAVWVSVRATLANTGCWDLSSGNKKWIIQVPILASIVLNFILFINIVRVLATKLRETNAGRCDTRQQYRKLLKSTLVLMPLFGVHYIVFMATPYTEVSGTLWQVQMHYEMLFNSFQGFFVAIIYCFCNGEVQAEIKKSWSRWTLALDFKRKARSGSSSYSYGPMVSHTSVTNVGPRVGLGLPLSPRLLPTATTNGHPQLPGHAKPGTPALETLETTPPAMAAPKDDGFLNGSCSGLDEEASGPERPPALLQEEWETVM
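HEK-293-derived GP2 cells expressing PTHR1 and a GloSensor cAMP reporter, 3,000/well, plated overnight, given luciferin plus IBMX (each 0.5 mM as added) for 1 h at 37 °C, then compound for 1 h at 37 °C. Luminescence was read after 15 min at room temperature.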
DRD3 agonist: agonists of human D3 dopamine receptor; actives 0.58% (n = 410,000); AID 652048; max activation, %; D3R DiscoveRx beta-arrestin cells, luminescence, 90 min; in the data active = max activation above about 30%; note: 0% is about no effect; mostly tested at two doses, the higher about 12 µM
Target sequence (P35462 whole entry, looked up): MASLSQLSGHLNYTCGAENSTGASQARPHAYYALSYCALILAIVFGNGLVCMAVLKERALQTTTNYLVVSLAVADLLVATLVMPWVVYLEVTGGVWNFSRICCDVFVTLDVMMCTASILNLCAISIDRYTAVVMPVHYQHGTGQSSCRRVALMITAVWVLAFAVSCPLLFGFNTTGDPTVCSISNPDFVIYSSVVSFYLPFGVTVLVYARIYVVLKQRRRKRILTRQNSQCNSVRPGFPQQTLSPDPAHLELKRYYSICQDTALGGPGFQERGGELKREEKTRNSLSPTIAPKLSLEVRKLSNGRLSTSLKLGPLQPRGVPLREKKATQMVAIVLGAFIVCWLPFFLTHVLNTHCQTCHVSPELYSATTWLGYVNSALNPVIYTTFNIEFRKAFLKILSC
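Agonist mode: compounds and dopamine controls were applied to plated cells for 90 min at 37 degrees C after an overnight attachment at 1500 cells/well. Luminescent read-out followed 30 - 60 minutes at room temperature with DiscoveRx detection reagent.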
An asterisk follows results filed as active; i = inactive; ? = inconclusive; [ ] = remark or other dose. Some of the compounds tested (hit frequency here may not be typical).

SMILES	PTHR1 agonist	DRD3 agonist
Cc1ccc(NC(=O)CSCc2cnn(-c3ccccc3)c2-n2cccc2)c(C)c1	-87%[inhibitor]	-1
CCOc1ccccc1NC(=O)CSc1nc2c(c(=O)[nH]1)CCC2	19%	5
CSc1ncc(C(=O)NCc2ccccc2Cl)c(C(F)(F)F)n1	i	9
CCc1ccc(NC(=O)c2sc3nc(C)c(Cl)c(C)c3c2N)cc1	i	-3
Cn1c(=O)cc(SCC(=O)N2CCN(c3ccccc3F)CC2)c2ccc(Cl)cc21	-9%	-3
O=C1CC(c2nnc(Cc3ccc(F)cc3)o2)CN1c1ccccc1 (stereo unspecified)	-25%	3
CCOc1cccc(C2c3c(oc4ccccc4c3=O)C(=O)N2c2nc(C)c(C(=O)OC)s2)c1 (stereo unspecified)	-2%	-5
Cc1cccc(-c2nc(CN3CCCC(C(=O)N4CCN(c5cc(Cl)ccc5C)CC4)C3)c(C)o2)c1 (stereo unspecified)	i	-12
CC(C)(C)C(=O)NC1(C(F)(F)F)C(=O)Nc2c1c(=O)[nH]c(=O)n2-c1ccccc1 (stereo unspecified)	i	10
COc1cc(NC(=O)c2ccc(-c3nc(COc4ccccc4)c(C)o3)cc2)cc(OC)c1	-1%	4
Cc1ccc(S(=O)(=O)c2cn(Cc3ccccc3)c3cc(N4CCCC4)c(F)cc3c2=O)cc1C	i	8
COc1ccc(OC)c(CNC(=O)c2cnc3c(C)cccn3c2=O)c1	i	6
CCOc1ccc(CCNC(=O)CCCn2nc(C)c3sc4ccccc4c3c2=O)cc1OCC	i	4
N#Cc1ccccc1NC(=O)c1cc2c(=O)n3ccccc3nc2s1	6%	-7
CCn1c(=O)n(-c2ccc3c(c2)OCO3)c2nc(-c3cccc(OC)c3OC)nc(C(N)=O)c21	i	4
CCn1c2ccccc2c2nnc(N3CCN(c4cccc(C)c4C)CC3)nc21	i	-6
Fc1ccc(Nc2ncnc3c2nc2n3CCCCC2)c(F)c1	-36%[inhibitor]	8
O=C(CSCn1nnc2c(=O)[nH]c(Cc3ccc(F)cc3)nc21)Nc1ccccc1	i	6
COC(=O)c1ccccc1NC(=O)Cc1nc(-c2ccc(OC)cc2)no1	50µM*	-3
CCOc1ccc2nc(NC(=O)c3nc(SCc4ccccc4C)ncc3Cl)sc2c1	?	-13
COc1ccc(CC(=O)NCCc2sc(-c3ccc(Cl)cc3)nc2C)cc1OC	-59%[inhibitor]	4
Clc1cccc(N2CCN(c3nc4ccccc4c4nc(-c5ccccc5)nn34)CC2)c1	i	-10
CCOC(=O)c1ccccc1NC(=O)N1CCN2CCCCC2C1 (stereo unspecified)	-7%	-12
COc1ccc(-n2nnnc2C2CCN(S(=O)(=O)c3cccc(Cl)c3C)CC2)cc1	-17%	14
CC(C)c1ccc(NC(=O)c2cc(S(=O)(=O)N(C)C3CCCCC3)ccc2F)cc1	-18%	5
CCOC(=O)c1c(NC(=O)COc2ccc(CC)cc2)sc2c1CCCC2	i	7
O=C(CSc1c2c(nc3ccccc13)CCC2)Nc1ccc(F)cc1	0%	-10
Cc1ccc(CNC(=O)CSc2nc(=O)[nH]c3c2CCCC3)cc1	i	1
COc1ccccc1NC(=O)CSc1oc(-c2ccccc2)nc1S(=O)(=O)c1ccccc1	-36%	28
COc1ccc(Cn2nnc(C(=O)Nc3cc(OC)ccc3OC)c2N)cc1	-14%	-12
CCc1cc2c(cc3c(=O)n(CC(=O)N4CCCCC4)ncn32)s1	-53%[inhibitor]	0
COc1ccc(-c2cc(-c3ccc(F)cc3)nc3c2COc2ccc(F)cc2-3)cc1	-7%	-9
O=C(NCc1noc2ccccc12)N1CCN(c2ccccc2)CC1	10%	-4
CCC(=O)N1CCc2cc(S(=O)(=O)CCC(=O)N3CCN(c4cccc(C)c4C)CC3)ccc21	i	-5
Cc1nn(-c2ccc(N3CCCC3)nn2)c(C)c1CCC(=O)N1CCN(c2ccc(F)cc2)CC1	-21%	4
O=C(Nc1ccc(Cl)cc1F)c1cc(S(=O)(=O)NC2CCCCCC2)ccc1F	-82%[inhibitor]	0
O=C1Cc2cc(S(=O)(=O)N3CCCCC3)cc3c2N1CCC3	i	2
CCOC(=O)c1c(C)c(-c2ccccc2)n(CC(=O)NCc2cccc(OC)c2)c1C	-40%[inhibitor]	-2
Cc1ccc(-n2nc(C)c3c(C)c(CCC(=O)NCc4ccc(Cl)cc4)c(C)nc32)cc1	i	2
Cc1ccc(S(=O)(=O)c2c(O)cc(C)c(NS(=O)(=O)c3ccc(Cl)cc3)c2C)cc1	-5%	-8
Cc1ccc(CCNC(=O)c2ccc(Cn3c(=O)c4cccn4c4cccnc43)cc2)cc1	-8%	1
Cc1nn(Cc2ccccc2Cl)c(C)c1NC(=O)c1cc(C(C)C)on1	-29%	6
CC(Sc1nc(=O)cc(N)n1CCc1ccccc1)C(=O)Nc1ccc(Cl)cc1 (stereo unspecified)	i	1
COc1ccc(NC(=O)CC2C(=O)N(c3ccc(F)cc3)C(=O)N2Cc2ccco2)cc1 (stereo unspecified)	i	7
CC(=O)c1ccc(NC(=O)NCCc2c[nH]c3ccccc23)cc1	i	-9
COc1ccc(-n2c(=O)c3c(c4cc(OC)ccc4n3C)n(Cc3ccc(F)cc3Cl)c2=O)cc1	i	-10
CCCCOc1ccc(C(=O)N2CCC(c3nc4ccccc4o3)CC2)cc1	-15%	-3
O=C(NCc1cccc(F)c1)c1ccc(NC(=O)c2nsc3ccccc23)cc1	-83%[inhibitor]	-3
CCOc1ccc(NC(=O)C(Cc2ccccc2)NS(=O)(=O)c2ccc3c(c2)oc(=O)n3C)cc1 (stereo unspecified)	21%	0
CC1=C(C(=O)OCC2CCCCC2)C(c2ccc(F)cc2F)CC(=O)N1 (stereo unspecified)	-14%	2
COc1ccc(N2CCN(S(=O)(=O)c3ccc(F)c(C(=O)Nc4ccccc4Cl)c3)CC2)cc1	-25%	8
CCOc1ccc(NC(=O)c2oc3ccccc3c2NC(=O)c2cc3ccccc3o2)cc1	i	5
O=C(NCc1ccc(Cl)cc1)c1ccc2c(c1)NC(=O)C(CS(=O)(=O)Cc1ccc(F)cc1Cl)N2 (stereo unspecified)	-6%	-7
CCOc1ccccc1NC(=O)C1=C(C)Nc2ncnn2C1c1ccco1 (stereo unspecified)	i	2
COc1cccc(-n2c(SCc3ccc(F)cc3)nc3c([nH]c4ccccc43)c2=O)c1	i	7
CCOC(=O)c1c(NC(=O)Cc2coc3cc(C)ccc23)sc2c1CCCC2	25%	-8
CCCCN(CC)CCNC(=O)CCn1cnc2onc(-c3ccc(F)cc3)c2c1=O	-20%	-21
COc1cccc(C(=O)Nc2ccccc2-c2nc(-c3ccc(C)cc3)no2)c1	-9%	0
N#Cc1ccccc1NC(=O)C(=O)NCC(c1cccnc1)N1CCc2ccccc21 (stereo unspecified)	i	-6
CC(Sc1oc(-c2cccs2)nc1S(=O)(=O)c1ccccc1)c1ccccc1 (stereo unspecified)	i	1

Pulled one by one from above:
SMILES	PTHR1 agonist	DRD3 agonist
COc1ccc(N2CCN(S(=O)(=O)c3ccc(F)c(C(=O)Nc4ccccc4Cl)c3)CC2)cc1	-25%	8
O=C(NCc1ccc(Cl)cc1)c1ccc2c(c1)NC(=O)C(CS(=O)(=O)Cc1ccc(F)cc1Cl)N2 (stereo unspecified)	-6%	-7
CCOC(=O)c1c(NC(=O)Cc2coc3cc(C)ccc23)sc2c1CCCC2	25%	-8
COc1cccc(-n2c(SCc3ccc(F)cc3)nc3c([nH]c4ccccc43)c2=O)c1	i	7
COc1cccc(C(=O)Nc2ccccc2-c2nc(-c3ccc(C)cc3)no2)c1	-9%	0
CCOc1ccccc1NC(=O)C1=C(C)Nc2ncnn2C1c1ccco1 (stereo unspecified)	i	2
N#Cc1ccccc1NC(=O)C(=O)NCC(c1cccnc1)N1CCc2ccccc21 (stereo unspecified)	i	-6

(listing goes on)
SMILES	PTHR1 agonist	DRD3 agonist
CCN(CC)S(=O)(=O)c1cccc(C(=O)Nc2sc3c(c2C#N)CCC(C)C3)c1 (stereo unspecified)	-25%	-10
CC(=O)N1c2ccc(S(=O)(=O)NCC3CCC(C(=O)Nc4ccccc4C)CC3)cc2CC1C (stereo unspecified)	i	-4
CCC1CCc2nc3sc(C(=O)Nc4ccc(C)cc4)c(N)c3cc2C1 (stereo unspecified)	i	-1
COc1ccc(NC(=O)Cc2csc(COc3cccc(C)c3)n2)cc1OC	-7%	6
CC(=O)N1c2ccc(S(=O)(=O)NCC3CCC(C(=O)Nc4cccc(C)c4C)CC3)cc2CC1C (stereo unspecified)	-11%	-9
CCOc1ccc(CNC(=O)c2ccc(NC(=O)c3nsc4ccccc34)cc2)cc1	i	-7
Cc1ccc2c(c1)cc1c(=O)n(CC(=O)N3CCCCC3)nc(C)n12	i	14
Cc1ccc(Cl)cc1NC(c1ccc(F)cc1)c1nnc(-c2ccccc2)o1 (stereo unspecified)	-15%	-3
O=C(Cn1c(=O)c2cccn2c2ccc(F)cc21)NCc1cccc(Cl)c1	-45%[inhibitor]	10
CN1C(=O)c2[nH]nc(-c3ccc(F)cc3)c2C1c1cccc(O)c1 (stereo unspecified)	-5%	14
CN(Cc1ccccc1)C(=O)c1ccc(CSc2nc3cccnc3n2Cc2ccccc2F)cc1	-33%[inhibitor]	0
Cc1ccc(C)c(NC(=O)CSC2=Nc3ccccc3N=C(c3ccc(F)cc3)C2)c1	-1%	-15
CC(=O)c1ccc(NC(=O)c2noc3c2CSc2ccccc2-3)cc1	-21%	8
Cc1cc(-c2ccc(S(=O)(=O)Nc3cccc(C)c3C)s2)on1	-33%[inhibitor]	-15
CCc1ccc(-n2c(=O)c3c(C)c(C(=O)N(C)C)sc3n(Cc3cccc(C)c3)c2=O)cc1	i	-5
CCN(C(=O)c1cc2cc(Br)cc(OC)c2oc1=O)c1ccccc1	i	0
COc1ccc(NC(=O)c2c(NCc3cccc(OC)c3)sc3c2CCC3)cc1	-3%	4
CCN(CC)c1cc(C)c2cc(NC(=O)c3ccc(OC)c(OC)c3)ccc2n1	-24%	3
CC1CCc2onc(C(=O)N3CCN(c4ccccc4)CC3)c2C1 (stereo unspecified)	-18%	-24
Cn1ccc2cc(S(=O)(=O)N3CCCC(C(=O)NCc4ccccc4F)C3)ccc21 (stereo unspecified)	-4%	6
CCc1cnc2c(c1SCc1c(F)cccc1Cl)c(=O)n(C)c(=O)n2C	-4%	-7
CCOC(=O)c1c(C)[nH]c(CCC(=O)NCc2ccccc2C)c1C	i	-7
O=S(=O)(c1ccc(Br)cc1)c1nnn2c1nc(N1CCOCC1)c1sccc12	i	-1
CCOc1cccc(Nc2nn(-c3ccc(OC(F)(F)F)cc3)nc2C(C)=O)c1	-20%	-3

Reformatted field by field: four of the compounds above
CCc1ccc(-n2c(=O)c3c(C)c(C(=O)N(C)C)sc3n(Cc3cccc(C)c3)c2=O)cc1
- PTHR1 agonist: i
- DRD3 agonist: -5

CCN(C(=O)c1cc2cc(Br)cc(OC)c2oc1=O)c1ccccc1
- PTHR1 agonist: i
- DRD3 agonist: 0

COc1ccc(NC(=O)c2c(NCc3cccc(OC)c3)sc3c2CCC3)cc1
- PTHR1 agonist: -3%
- DRD3 agonist: 4

CCN(CC)c1cc(C)c2cc(NC(=O)c3ccc(OC)c(OC)c3)ccc2n1
- PTHR1 agonist: -24%
- DRD3 agonist: 3

Next compounds follow.
SMILES	PTHR1 agonist	DRD3 agonist
Cc1oc(-c2cccc(Cl)c2)nc1Cn1c(SCc2ccc(F)cc2)nc2cccnc21	-42%[inhibitor]	27
Cc1cccc(NC(=O)CCn2cnnn2)c1C	-12%	-10
CCC(C)NC(=O)Cn1c(=O)n(Cc2ccc(C(=O)NCc3ccc(C)cc3)cc2)c(=O)c2ccccc21 (stereo unspecified)	i	5
Cc1cc(C)n(CCc2nc3c4ccccc4nc(SCc4ccc(F)cc4)n3n2)n1	-2%	9
COC(=O)c1ccc(Nc2ncnc3c2cnn3C)cc1	20%	-7
Cn1c(C(=O)Nc2ccc(OC(F)(F)F)cc2)cc2c(=O)n3ccccc3nc21	-19%	-9
COc1ccc(C)cc1NC(=O)c1cn(C)c(=O)c2cc(OC)c(OC)cc12	i	-6
COc1ccccc1CNC(=O)Cn1ncc2c(=O)oc3ccc(C)cc3c21	-19%	1
CC1CCc2c(sc(NC(=O)c3cc4nc(-c5ccc(Cl)cc5)cc(C(F)(F)F)n4n3)c2C#N)C1 (stereo unspecified)	i	9
CN(C)c1ccc(NC(=O)Cn2c(SCc3ccc(F)cc3)nc3cccnc32)cc1	50µM*	-11
O=C(CSc1nc2ccsc2c(=O)n1Cc1ccc(F)cc1)NCc1ccc(Cl)cc1	-26%	7
CCCNC(=O)Cn1nc(C)c2c(C)n(-c3ccccc3)nc2c1=O	-23%	-22
CCCCN(Cc1ccccc1)C(=O)CN(C)S(=O)(=O)c1ccc2c(c1)c(=O)n(C)c(=O)n2C	-47%[inhibitor]	5
Cc1cc(C)c(NC(=O)CN2C(=O)c3cccnc3Oc3ccc(C)cc32)c(C)c1	i	-8
Cc1c(CNC2CCCCCC2)c(C(=O)O)c(C)n1Cc1c(F)cccc1Cl	-24%	-24
COc1cc(NC(=O)CCCOc2cc(=O)n(C)c3ccccc23)cc(OC)c1OC	i	3
Cc1ccccc1NC(=O)CSc1cn(CC(=O)N(C(C)C)C(C)C)c2ccccc12	i	-2
CC(C)Oc1ccc(CNC(=O)C2CCN(c3nc4ccccc4nc3C(F)(F)F)CC2)cc1	-24%	-13
CCOc1ccc(NC(=O)CCc2c(C)nc3cc(-c4ccccc4OC)nn3c2C)cc1	i	5
